Screening data: PubChem, National Center for Advancing Translational Sciences (NCATS)
Lipid storage S3: qHTS Assay for Lipid Storage Modulators in Drosophila S3 Cells; actives 0.64% (n = 320,000); lipid storage change, negative = inhibition, % at the top dose, mostly 46.1 µM; hits show Potency in µM; Drosophila S3 cells, BODIPY lipid droplet fluorescence, 18-24 h; cells fed with added oleic acid; AID 2685; active = well fitted inhibition curve with a large enough effect in the signal ratio, with a control signal flat, not every such curve was filed as active; inconclusive = small, poorly fitted or top-dose-only effect, or effect the other way, or a change in a side signal; the % refers to the signal ratio
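Laser-scanning cytometry quantifies lipid droplet accumulation (500–530 nm total intensity; droplet/cell object ratio) in oleic acid-fed (400 uM added) Drosophila S3 cells treated with a concentration series. 20 uM Triacsin C defined 100% inhibition.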
Lipid storage S3 cell count max: recorded beside Lipid storage S3, whose call it bears; cell number change, %; measured here: cell count max response;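 cells counted by Cell Tracker Red CMTPX staining in the red channel; peak over a dose series mostly up to 46.1 µM; percent activity relative to internal control wells on each plate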
* marks the source's active call; other numbers are inactive results; i = inactive; ? = inconclusive; / = no result given; [ ] = another dose, or the depositor's remark. % is set by controls: 0 for no effect and ±100 for the full control effect; potency is the fitted concentration of half-maximal effect. A portion of the library, so the mix of outcomes need not match the whole.

cpd | SMILES | Lipid storage S3 | Lipid storage S3 cell count max
1 | NC(=O)NC(=O)CN1C(=O)NC2(CCOc3ccccc32)C1=O (configuration not stated) | ? | /
2 | COc1ccc2nc(SCC(=O)NCCc3ccccc3)[nH]c2c1 | ? | /
3 | CCOC(=O)c1c(NC(=O)c2cc(C(C)C)on2)sc(C(C)=O)c1C | ? | /
4 | CCCCCCCCCCCCC(NC(C)=O)(C(=O)OCC)C(=O)OCC | ? | /
5 | NC(=O)C1CCCN1 (configuration not stated) | ? | /
6 | COc1cccc2c3c(c(C)nc12)CCN3c1ccccc1 | ? | /
7 | O=C(NC1CC1)C1CCN(C2CCN(C(=O)CC3=CCCCC3)CC2)CC1 | -5.1% | -9.8
8 | CC(=O)c1cccc(NC(=O)C2CCCN(S(=O)(=O)c3cccc4nonc34)C2)c1 (configuration not stated) | ? | /
9 | O=[N+]([O-])c1ccc(NCc2ccc3c(c2)OCO3)cc1 | 8.1% | /
10 | Brc1ccc(-c2nnc(-c3ccccc3)o2)o1 | 2.0% | -11.9
11 | COc1ccc(/C=C/C(=O)NCCOc2ccccc2OC)cc1 | ? | /
12 | CCOC(=O)c1cc(-c2ccc(Cl)s2)[nH]n1 | ? | /
13 | Cc1ccc(C(=O)N2CCN=C2SCc2ccc([N+](=O)[O-])cc2)cc1C | ? | /
14 | CCN1CCN(c2ccc(S(=O)(=O)N3CCCCC3)cc2N)CC1 | ? | /
15 | COc1cc2c(cc1/C=C/C(=O)O)OC(C)C2 (configuration not stated) | ? | /

Following part.
cpd | SMILES | Lipid storage S3 | Lipid storage S3 cell count max
16 | COc1ccc(CCN2CC(O)=C(c3nc(C)cs3)C2=N)cc1OC | -5.6% | 7.9
17 | CCOC(=O)C1=C(NC(=S)NC(=O)c2ccccc2)c2ccccc2CC1(C)C | -26.7% | 1.9
18 | COc1ccc(N(C(=O)CS(=O)CC(=O)Nc2ccc(F)cc2)C(C(=O)NC2CCCCC2)c2cccs2)cc1 (configuration not stated) | 0.5% | 0.4
19 | COc1ccc(-c2noc(-c3cc4ccccc4oc3=O)n2)cc1 | ? | /
20 | CCCCN(C(=O)c1ccc(-c2ccc([N+](=O)[O-])cc2)o1)c1c(N)n(CCCC)c(=O)[nH]c1=O | ? | /
21 | c1ccc(CCNCCCOc2cccc3ccccc23)cc1 | ? | /
22 | Cn1c(Cc2ccccc2)nnc1SCC(=O)c1cccs1 | -20.2% | 14.7
23 | CN1CCN(c2nc3c(c(=O)n(C)c(=O)n3C)n2CC(N)=O)CC1 | -2.3% | -5.4
24 | Cc1c(C(=O)N2CCC(C)CC2)cccc1[N+](=O)[O-] | 3.2% | 8.7
25 | O=C(COC(=O)c1cc(=O)[nH]c2ccccc12)NCc1ccc(F)cc1 | ? | /
26 | Cc1c(S(=O)(=O)Nc2ccc(Oc3ccccc3)cc2)c(=O)n(C)c(=O)n1C | ? | /
27 | CN(CCc1ccccn1)C(=O)Nc1ccc(F)cc1 | ? | /
28 | O=C(NNC(=O)c1ccc2c(=O)n3c(nc2c1)CCC3)c1ccc(Cl)cc1 | ? | /
29 | C=CCn1c(SCC(O)Cn2c3ccccc3c3ccccc32)nnc1-c1ccco1 (configuration not stated) | ? | /
30 | Cc1ccc2c(c1)oc(=O)n2CC(=O)c1ccccc1 | -3.0% | 11.9

Brought forward from above: two entries, followed by the next part.
cpd | SMILES | Lipid storage S3 | Lipid storage S3 cell count max
29 | C=CCn1c(SCC(O)Cn2c3ccccc3c3ccccc32)nnc1-c1ccco1 (configuration not stated) | ? | /
30 | Cc1ccc2c(c1)oc(=O)n2CC(=O)c1ccccc1 | -3.0% | 11.9
31 | O=C(Cn1cc(C(F)(F)F)ccc1=O)N/N=C/c1ccc(F)cc1 | -13.8% | -22.0
32 | COc1ccc(NC(=O)C(C)(C)Oc2ccc(Cl)cc2)cn1 | -1.2% | -21.9
33 | CN=Cc1nc(-c2ccccc2)oc1O | 8.5% | 3.4
34 | COc1cc(C(=O)NCC(c2cccnc2)N2CCN(C)CC2)cc(OC)c1OC (configuration not stated) | -25.0% | -0.4
35 | CC(=O)Nc1ccc(S(=O)(=O)N(C#N)c2nc(C)cc(C)n2)cc1 | 14.8% | 5.5
36 | COc1ccccc1N(C)S(=O)(=O)c1ccc(C(=O)N(CC(N)=O)C(C)C)cc1 | ? | /
37 | Cc1cc(C)c(NC(=O)C2CC(=O)N(Cc3ccccc3)C2)c(C)c1 (configuration not stated) | ? | /
38 | CC(=O)c1c(C)n(CCO)c2ccc(O)cc12 | ? | /
39 | C/C(=N/NC(=O)CSc1ccccn1)c1ccc([N+](=O)[O-])cc1 | ? | /
40 | c1coc(CNc2nc3ccccc3n2CCN2CCOCC2)c1 | ? | /
41 | O=C(NCCCN1CCOCC1)c1cc2ccccc2cc1O | ? | /
42 | Oc1ccc(O)c2c1C1c3ccccc3C2c2ccccc21 | ? | /
43 | Cc1ccc(NC(=O)CO/N=C(\N)c2nonc2N)cc1C | ? | /
44 | O=C(O)c1sc2cc(C(F)(F)F)cnc2c1-c1ccccn1 | ? | /
45 | O=C(NCC1CCN(C(=O)c2c(F)c(F)c(F)c(F)c2F)CC1)c1c(F)c(F)c(F)c(F)c1F | ? | /

Next section.
cpd | SMILES | Lipid storage S3 | Lipid storage S3 cell count max
46 | CCCCNC(=O)C1CC(c2cccc([N+](=O)[O-])c2)=NO1 (configuration not stated) | -10.4% | -1.5
47 | O=S(=O)(c1ccccc1)N1N=C(c2cccs2)CC1c1ccc(Br)cc1 (configuration not stated) | ? | /
48 | Cc1nn(Cc2ccccc2)c(Cl)c1/C=C/C(=O)OCC(=O)N1CCCC1=O | ? | /
49 | Cc1nn(-c2ccccc2)c(C)c1C(=O)Oc1ccccc1 | 0.5% | -8.6
50 | COc1ccc(-n2nc(C(=O)NCC(=O)N3CCN(Cc4ccc5c(c4)OCO5)CC3)c3ccccc3c2=O)cc1OC | ? | /
51 | Cc1ccccc1N(CC(=O)NCc1ccccc1)C(=O)CCC(=O)Nc1nccs1 | i | -11.9
52 | CCCCN(CC)c1nc(-c2ccncc2)nc2ccccc12 | ? | /
53 | Nc1n[nH]c(S(=O)(=O)CCCc2ccccc2)n1 | -0.5% | 24.9
54 | CCC(=O)n1nc(NCc2ccc(OC)c(OC)c2)nc1NCc1ccc(OC)c(OC)c1 | ? | /
55 | COc1ccc(CNC(=O)Cn2ccc([N+](=O)[O-])n2)cc1OC | 25.4% | -1.3
56 | COc1cccc(N2CCN(S(=O)(=O)c3c(C)[nH]c(C)c3C(=O)N3CCCCC3)CC2)c1 | ? | /
57 | CC(C)c1nnc(NC(=O)c2c(O)c3cccc4c3n(c2=O)CCC4)s1 | ? | /
58 | Cn1c(NC(=O)CCC2CCCCC2)cc(=O)n(C)c1=O | ? | /
59 | COCCCn1c(C)c(C(C)=O)cc(NC(=O)c2ccccc2)c1=O | ? | /
60 | CC(=O)C(Cc1ccccc1)NC(=O)CCl (configuration not stated) | ? | /

Next section.
cpd | SMILES | Lipid storage S3 | Lipid storage S3 cell count max
61 | COc1ccc(/C(C)=N/NC(=S)NCCc2ccccc2)cc1 | i | /
62 | O=S(=O)(NCc1ccccc1)c1ccc(NC(=S)NCc2ccco2)cc1 | ? | /
63 | O=[N+]([O-])c1cc(S(=O)(=O)NCCc2ccccn2)ccc1Cl | ? | /
64 | CSc1ncccc1C(=O)OCC(=O)NC1CCC(C)CC1 (configuration not stated) | -3.9% | -3.4
65 | CCCCn1c(N)c(N(CC)C(=O)C2=COCCO2)c(=O)[nH]c1=O | -16.4%[0.0737 µM] | -18.5
66 | CCc1cccc(C)c1NC(=O)C1CCCO1 (configuration not stated) | ? | /
67 | O=C(Nc1ccccc1)n1ccc(-c2ccc(-n3ccnc3)cc2)n1 | ? | /
68 | COc1ccc([N+](=O)[O-])cc1NC(=O)COC(=O)c1ccc(O)cc1 | 0.3% | 5.1
69 | Cc1ccc(S(=O)(=O)N2C(=S)SCC2(C)C)cc1 | ? | /
70 | O=C(CCl)NCCNC(=O)c1cc(OCC(F)(F)F)ccc1OCC(F)(F)F | ? | /
71 | O=C(N/N=C/c1ccco1)C1CC(=O)N(c2ccccc2)C1 (configuration not stated) | ? | /
72 | Cc1ccc(S(=O)(=O)CC(=O)NC(C)(C)C)cc1 | 0.8% | 2.3
73 | CCCOc1ccc(C(=O)NNC(=O)c2cccc(S(=O)(=O)N3CCN(C(C)=O)CC3)c2)cc1OC | ? | /
74 | Cc1ccnc2nc(C(=O)OCC(=O)N3CC(C)CC(C)C3)nn12 (configuration not stated) | ? | /
75 | CCN(C(=O)c1cc(Cl)ccc1OC)C1CCCCC1 | ? | /

(list continues)
cpd | SMILES | Lipid storage S3 | Lipid storage S3 cell count max
76 | Cc1cc(C)c2c(c1)c1nnc(SCCN3CCCCC3)nc1n2C | ? | /
77 | O=C(COc1coc(CN2CCN(c3ccccc3)CC2)cc1=O)NC1CCCC1 | ? | /
78 | CC(C)(C)OCC(NC(=O)C(CC(N)=O)NC(=O)OC(C)(C)C)C(=O)OC(C)(C)C (configuration not stated) | -3.7% | -9.2
79 | CCc1[nH]nc2c1C(c1ccc(C)o1)C(C#N)=C(N)O2 (configuration not stated) | 12.8% | 5.9
80 | COc1ccc(NC(=O)c2nnn(CC(=O)Nc3ccc4c(c3)OCO4)c2N)cc1OC | i | 14.3
81 | COc1ccc(NC(=O)CS(=O)CC(=O)NC2CCCc3ccccc32)cc1 (configuration not stated) | ? | /
82 | COc1cc(S(=O)(=O)N2CCN(c3ccc(F)cc3)CC2)ccc1Cl | -13.7% | -34.7
83 | Nn1cnnc1SCC(=O)N(C1CCCCC1)C1CCCCC1 | -16.7% | 7.4
84 | CC(NC(=O)C1CCCC1)C1CC2CCC1C2 (configuration not stated) | ? | /
85 | COc1ccc(C2CC(C(F)(F)F)n3ncc(C(=O)NCc4cccnc4)c3N2)cc1OC (configuration not stated) | ? | /
86 | COc1ccc(C(=O)/C=C/Nc2ccc(S(=O)(=O)Nc3cc(OC)nc(OC)n3)cc2)c(OC)c1 | 29.1µM* | 34.2*
87 | O=C(NCCNC(=O)c1cccc(O)c1)c1cccc(O)c1 | i | 15.3
88 | CS(=O)(=O)N1CCc2cc(-c3csc(NC(=O)Cc4cccs4)n3)ccc21 | i | -21.6
89 | O=S(=O)(c1ccc(N2CCCC2)nc1)N1CCOCC1 | ? | /
90 | CCc1cc(=O)oc2cc(OCC(=O)OC)c(Cl)cc12 | i | /

(cont.)
cpd | SMILES | Lipid storage S3 | Lipid storage S3 cell count max
91 | Cc1cccc(C)c1NC(=O)CN(C)C(=O)c1cccc(S(=O)(=O)N2CCN(C)CC2)c1 | -25.0%[0.0737 µM] | 10.4
92 | O=C1S/C(=C/c2ccccc2F)C(=O)N1CCN=C1NS(=O)(=O)c2ccccc21 | -28.1% | 11.4
93 | CCCN(C(=O)COC(=O)c1[nH]c(C)c(C(=O)OC)c1C)c1c(N)n(Cc2ccccc2)c(=O)[nH]c1=O | ? | /
94 | CCn1cc(CNC(=O)CC2C(=O)NCCN2CC(c2ccccc2)c2ccccc2)cn1 (configuration not stated) | 3.6% | 14.7
95 | O=C1c2ccsc2SCCN1Cc1cccc(F)c1 | 8.3% | 16.4
96 | COc1ccc(OC)c(C(=O)CSc2nnnn2C)c1 | 11.4% | -9.8
97 | O=C(NCCN1CCOCC1)c1ccc(F)cc1 | ? | /
98 | CCS(=O)(=O)NCCc1cc2ccc(C)cc2[nH]c1=O | -2.4% | 8.8
99 | O=C(CCC(=O)Nc1cccc(Cl)c1)N/N=C/c1cc([N+](=O)[O-])ccc1O | 1.9% | 8.2
100 | N#C/C(=C\c1c(Cl)cccc1Cl)c1nc2ccccc2[nH]1 | 0.4% | 2.1
101 | Cn1c(C(=O)OC(C(=O)NCC2CCCO2)c2cccnc2)cc2sccc21 (configuration not stated) | 6.7% | 0.5
102 | CCOc1ccc(/C=N/Nc2nc(C)cs2)c(O)c1 | 2.3% | -18.6
103 | O=C(CCC(=O)CCN1CCCCC1)CCN1CCCCC1 | ? | /
104 | CN(c1ccccc1C(=O)Nc1ccc(F)c(Cl)c1)S(C)(=O)=O | ? | /
105 | CCOC(=O)C1=C(C)N(C)C(C)=C(C(=O)OCC)C1c1ccncc1 | ? | /

More records follow:
cpd | SMILES | Lipid storage S3 | Lipid storage S3 cell count max
106 | O=C(O)c1cc(-c2ccc(Cl)cc2)n(-c2ccc(Cl)cc2)n1 | ? | /
107 | C=CCNC(=O)CN1C2CCCC1CC(NC(=O)c1ccccc1C)C2 (configuration not stated) | 4.0% | 1.4
108 | CC(=O)c1ccc(NC(=O)c2cc(CC(C)C)on2)cc1 | 25.0% | /
109 | COc1ccc(S(=O)(=O)N2CCOCC2)cc1C(C)C | i | /
110 | Cn1ccnc1SCC(=O)Nc1ccc2c(c1)OCO2 | ? | /
111 | Oc1ccc(/C=N/n2c(C3CCCCC3)n[nH]c2=S)c(O)c1 | 2.1% | -24.1
112 | CCN(CC)S(=O)(=O)c1ccc(N/N=C/c2cccnc2)nc1 | 14.6% | 12.3
113 | CCn1cnc2sc(C(=O)Nc3ccc4c(c3)OCO4)c(C)c2c1=O | ? | /
114 | CCCOc1ccc(/C(O)=C2/C(=O)C(=O)N(CCCn3ccnc3)C2c2ccco2)cc1 (configuration not stated) | 7.0% | 8.1
115 | Cc1nn(C)cc1/C=N/NC(=O)c1sc2ccccc2c1Cl | 6.7% | 6.3
116 | Cn1c(SCC(=O)N2CCN(Cc3ccccc3)CC2)nnc1-c1ccncc1 | -11.6% | 2.7
117 | COc1ccc(S(=O)(=O)N2CCC3(CC2)OCCO3)cc1 | ? | /
118 | CCOC(=O)c1ccc(Nc2nnc(C)c3ccccc23)cc1 | ? | /
119 | CCCc1nc2ccccc2c(=O)n1/N=C/c1ccc(O)cc1O | -12.8% | -16.0
120 | Cc1ccc(C(=O)NCCc2ccc(S(N)(=O)=O)cc2)o1 | ? | /
